Compound activity (PubChem)
ALDH1A1 inh: qHTS Assay for Inhibitors of Aldehyde Dehydrogenase 1 (ALDH1A1); Purified ALDH1A1, NADH fluorescence, propionaldehyde substrate; Potency, µM (highest dose often 75.3 µM), inactives show top-dose activity, negative = inhibition, actives largely listed as inhibitors; 220,000 tested, 7.3% active; active means well fitted inhibition curve with a large enough effect, not every such curve was filed as active; inconclusive means small, poorly fitted or top-dose-only effect, or another doubt; inactive means no such curve, though single readings can be large or run the other way;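 further: plate controls were no enzyme wells and a reference inhibitor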
Target sequence (P00352 whole entry, looked up): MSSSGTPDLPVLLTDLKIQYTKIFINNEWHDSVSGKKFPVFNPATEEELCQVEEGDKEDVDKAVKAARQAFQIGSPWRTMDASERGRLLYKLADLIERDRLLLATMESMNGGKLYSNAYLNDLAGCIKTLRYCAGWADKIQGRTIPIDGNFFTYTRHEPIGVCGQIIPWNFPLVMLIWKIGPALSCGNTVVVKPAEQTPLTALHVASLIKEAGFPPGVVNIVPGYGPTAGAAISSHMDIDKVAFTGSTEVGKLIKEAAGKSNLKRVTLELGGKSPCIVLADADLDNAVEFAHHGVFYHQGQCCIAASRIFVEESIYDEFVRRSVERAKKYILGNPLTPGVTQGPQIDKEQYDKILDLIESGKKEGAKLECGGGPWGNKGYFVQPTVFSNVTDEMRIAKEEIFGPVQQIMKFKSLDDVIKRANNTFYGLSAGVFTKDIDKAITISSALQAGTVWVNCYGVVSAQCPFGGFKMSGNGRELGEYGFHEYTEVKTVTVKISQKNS
GAA glycogen: qHTS Assay for Inhibitors and Activators of Human alpha-Glucosidase Cleavage of Glycogen; Lysosomal alpha-glucosidase (Homo sapiens), P10253; Potency, µM (top dose mostly 76.4 µM), for the others: top-dose activity change, negative = inhibition, usual class: inhibitors; 300,000 tested, 0.38% active; recombinant GAA, glycogen substrate, Amplex Red glucose oxidase fluorescence; AID 2100, 2009;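 further: 0% = full enzyme reaction and -100% = no-enzyme basal signal; the screen sought inhibitors and activators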
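Recombinant enzyme (4 nM final) with compounds titrated up to 77 uM and bovine liver glycogen (30 ug) in citrate pH 5.0, 0.01% Tween-20, 37 C 40 min. Released glucose detected by Amplex Red/glucose oxidase (Ex 573/Em 610); AC50 from Hill fits.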
NPSR antagonist: qHTS Assay for Antagonists of the Neuropeptide S Receptor: cAMP Signal Transduction | CHO-NPSR cells, cAMP TR-FRET, antagonist mode | Potency, µM (titrated, usually from 38.3 µM), for inactives: top-dose activity change, negative = inhibition, most hits filed as inhibitors | 220,000 tested, 1% active; further: on the % scale 0 is the no-effect control and ±100 the full control effect; nearly all actives have a fitted effect of over 50% in size; many of its hits are not listed in these tables
aGlu spleen mod: qHTS Assay for Inhibitors and Activators of Human alpha-Glucosidase From Spleen Homogenate; human spleen homogenate, 4-MU-alpha-glucoside fluorescence; Potency, µM (titrated, usually from 79.9 µM), for the others: at the highest dose activity change, negative = inhibition, actives largely listed as inhibitors; 240,000 tested, 0.006% active;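 further: 0% = enzyme with vehicle and -100% = no enzyme basal signal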
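Enzyme source: human spleen homogenate, 1 ug/well. Buffer 50 mM citric acid/K phosphate pH 5.0, 0.01% Tween-20. 4-MU-alpha-glucoside 1 mM; 37 C x 40 min; NaOH/glycine stop; fluorescence.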
GAA inhib: qHTS Assay for Inhibitors of Human alpha-Glucosidase as a Potential Chaperone Treatment of Pompe Disease. Lysosomal alpha-glucosidase (Homo sapiens), P10253. purified human GAA, 4-MU-alpha-glucoside fluorescence. Potency, µM (doses to about 76.9 µM), for inactives: at the top dose activity change, negative = inhibition, most hits filed as inhibitors. 200,000 tested, 0.005% active. AID 1466, 2008;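 further: plate controls were uninhibited enzyme wells for no effect and no-enzyme background for full effect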
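qHTS format, compound range up to 77 uM. Human lysosomal enzyme at 4 nM, 400 uM 4-MU glucoside substrate, pH 5.0, 20 min room temperature; fluorescence after alkaline stop gives activity normalized to controls.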
Tau fluor counter: Counterscreen qHTS for Inhibitors of Tau Fibril Formation, Fluorescence Polarization; tau K18 P301L (four-repeat tau fragment) Alexa594 fluorescence, heparin fibrillization; Potency, µM (doses to about 57.7 µM), for the others: at the highest dose activity change, negative = decrease; 280,000 tested, 0.93% active; AID 1463, 2008; further: on the % scale 0 is the no-effect control and ±100 the full control effect; nearly all actives have a fitted effect of over 55% in size
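Human K18 P301L tau (15 uM unlabeled plus 0.24 uM Alexa 594-labeled, final) in 100 mM sodium acetate pH 7 was mixed with compound and 20 uM heparin and incubated 6 hr at 37 C.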
Epigenetic reg: Quantitative High-Throughput Screen for Regulators of Epigenetic Control | murine LDR cells, GFP reporter derepression, 30 h | Potency, µM (highest dose often 53.9 µM), for the others: at the top dose GFP activation, most hits filed as activators | 280,000 tested, 0.2% active; further: % of control where 0% means no effect; nearly all actives have a fitted effect of over 60% in size
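In this reporter-derepression format, murine cells bearing a silenced integrated CMV-GFP locus incubate with test compound (30 h, 37 C), then are washed and imaged; fluorescent objects of 20–120 um count as induced cells.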
GLA spleen mod: qHTS Assay for Inhibitors and Activators of Human alpha-Galactosidase From Spleen Homogenate; Alpha-galactosidase A (Homo sapiens), P06280; human spleen homogenate, 4MU-alpha-Gal fluorescence, 40 min; Potency, µM (top dose mostly 80 µM), inactives show at the highest dose activity change, negative = inhibition, usual class: inhibitors; 240,000 tested, 0.008% active;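 further: 0% = enzyme with vehicle and -100% = no enzyme basal signal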
Target sequence (P06280 32-429 limits assumed): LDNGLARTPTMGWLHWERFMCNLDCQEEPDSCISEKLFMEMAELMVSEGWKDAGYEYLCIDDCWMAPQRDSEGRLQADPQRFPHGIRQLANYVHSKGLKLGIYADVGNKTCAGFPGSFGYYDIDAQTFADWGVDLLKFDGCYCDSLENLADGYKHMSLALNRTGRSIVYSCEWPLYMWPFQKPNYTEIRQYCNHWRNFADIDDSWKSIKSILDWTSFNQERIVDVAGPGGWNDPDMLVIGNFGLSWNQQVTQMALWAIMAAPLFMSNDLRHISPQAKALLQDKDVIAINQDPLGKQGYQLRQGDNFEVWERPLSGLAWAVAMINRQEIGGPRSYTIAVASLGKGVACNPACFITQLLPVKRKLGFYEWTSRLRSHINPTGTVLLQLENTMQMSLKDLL
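Spleen homogenate 1 ug + cpd (titration) + 4-MU-alpha-D-galactopyranoside 1 mM; 37C 40 min; 50 mM citrate/phosphate pH 5.0, 0.01% Tween-20; stop pH 10; fluorescence 365/440; AC50 via Hill.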
Numbers without * were called inactive; ? = inconclusive; nt = not tested or not shown; & = joins results of further samples; [ ] = dose if it differs, or a comment. Unless noted, the call rests on the fitted dose curve; in most records, active means well fitted curve in the direction sought with a large enough effect; inconclusive means small, poorly fitted or top-dose-only effect, or another doubt; inactive means no such curve, though single readings can be large; an effect the other way counts as inactive or inconclusive. Potency means the concentration at half of the fitted maximal effect. Only part of the results is shown; count on the stated rates, not on these rows.

Values run as follows: Epigenetic reg	NPSR antagonist	Tau fluor counter	GAA glycogen	GLA spleen mod	ALDH1A1 inh	GAA inhib	aGlu spleen mod
- COc1ccc(-c2c(C(C)=O)c(C)nc3sc4c(=N)n(N)cnc4c23)cc1
    7.4%	9%	-8%	-3%	5%	?	-13%	1%
- O=C(c1cnn(C(=O)c2cccc(S(=O)(=O)N3CCOCC3)c2)c1)c1ccccc1O
    -0.3%	7%	10%	-3%	7%	3.5µM*	3%	2%
- O=C(Oc1coc(CSc2ncccn2)cc1=O)c1ccc(Br)o1
    2.3%	?	-16%	-5%	7%	-5%	3%	-1%
- O=C(NCC1CC1)c1onc(CSc2ccncc2)c1C(=O)NCC1CC1
    -3.3%	-11%	-10%	4%	5%	nt	nt	2%
- COc1c(C)cc(S(=O)(=O)N2CCCC2)c(C)c1C
    -1.0%	0%[46.1 µM]	-16%	-4%	0%	?	-3%	-3%
- COC(=O)c1cc(NC(=O)CC2SCCNC2=O)cc(C(=O)OC)c1 (stereo unspecified)
    -2.3%	-1%[46.1 µM]	3%	19%	-2%	-9%	-4%	-2%
- CCCCN(CCCC)Cc1ccc(C(=O)NNC(=O)Nc2ccccc2)o1
    -11%	2%	-3%	-12%	0%	11%	-6%	-1%
- Cc1nnc(N2C(=O)C(O)=C(C(=O)c3ccco3)C2c2cccc3ccccc23)s1 (stereo unspecified)
    1.0%	-41%	-8%	2%	-5%	nt	nt	-1%
- O=C(CSc1nc2ccccc2c(=O)n1-c1ccccc1)NC(=O)CN1CCCC1=O
    -2.9%	6%	0%	1%	1%	?	2%	-2%
- Cc1ccc(S(=O)(=O)c2ccc(Cl)cc2)cc1S(=O)(=O)NC(C(=O)O)C(C)C (stereo unspecified)
    -0.3%	14%	3%	5%	30%	?	1%	3%
- COc1ccc(N=C2NN=C(c3c(C)[nH]c4ccccc34)CS2)cc1
    1.0%	-18%	25µM*[quencher]	?	0%	14µM*	?	6%
- CCOC(=O)c1c(C)[nH]c(C(=O)CN2C(=O)NC3(CCCC3)C2=O)c1C
    3.2%	0%	-6%	-1%	7%	-11%	5%[15.4 µM]	-10%
- CCOC(=O)c1c(NC(=O)COC(=O)c2c(C)noc2C)sc2c1CCC2
    -0.1%	-53%	-5%	8%	-2%	?	-4%	3%
- NN(CCO)C(=S)Nc1ccc(Cl)cc1
    -4.1%	16%	-4%	-27%	6%	6%	-3%	7%
- COc1ccc(S(=O)(=O)NCc2ccc(F)cc2)cc1OC
    -0.1%	12%	15%	-11%	-2%	0%	2%	9%
- Cc1c(Cl)c(C(F)(F)F)nn1CC(=O)NCc1ccccc1
    -3.0%	1%[46.1 µM]	-4%	-5%	-6%	4%	-1%	-5%
- COc1nc(-c2ccccc2)ccc1-c1noc(-c2cccnc2)n1
    -0.5%	7%[46.1 µM]	-3%	?	17%	?	0%	5%
- COc1ccc2oc(=O)c(C(=O)NCc3ccc4c(c3)OCO4)cc2c1
    -3.0%	5%[46.1 µM]	13%	-2%	0%	?	4%	-9%
- Cn1c(NCc2ccco2)nc2c1c(=O)n(Cc1ccc(Cl)cc1)c(=O)n2C
    -1.0%	-27%[46.1 µM]	-30%	-7%	2%	-4%	?	-4%
- O=C(COC(=O)/C=C/c1ccccc1)NCc1ccccc1Cl
    -2.9%	3%	-2%	-1%	3%	9%	4%	5%
- COc1ccc(Cn2c(-c3ccc(C)cc3)nc3c(c(=O)c4ccccc4n3C)c2=O)cc1
    0.0%	-37%	6%	7%	-8%	?	-3%	-5%
- Cc1nc(S/C(=C/c2ccc(-c3ccc(C(=O)O)cc3)o2)C(=O)O)n[nH]1
    1.4%	-2%[7.67 µM]	-13%	-1%	9%	nt	nt	-2%
- Cc1cccnc1CN1CCN(C(=O)c2cc(COc3ccc4ncccc4c3)on2)CC1
    1.5%	-6%	-4%	-4%	-8%	1%	-6%	-5%
- O=C(NCCCn1ccnc1)/C(=C/c1ccccc1)NC(=O)c1ccccc1
    4.0%	3%	10%	1%	-11%	-6%	?	-5%
- CCn1nnc(NC(=O)COc2ccc([N+](=O)[O-])cc2)n1
    1.0%	16%	3%	0%	-3%	nt	nt	-6%
- CCN(CC)S(=O)(=O)c1cccc(NC(=O)c2ccc(-n3nc(C)cc3C)cc2)c1
    0.0%	-16%	?	-8%	-1%	5%	?	-1%
- CCCCC(CC)CNC(=O)C(=O)C1C(=O)Nc2ccccc21 (stereo unspecified)
    3.9%	-2%	-13%	-3%	-1%	2µM*	3%	3%
- O=C(c1cnccn1)N(Cc1ccco1)C1(C(=O)NC2CCCC2)CCCCC1
    -0.3%	-9%[46.1 µM]	-2%	0%	-1%	13%	6%	-3%
- COc1ccc(N2CCN(C(=O)Cc3ccc(-n4c(=O)[nH]c5ccccc5c4=O)cc3)CC2)cc1
    -0.3%	1%[46.1 µM]	-17%	-1%	-2%	4%	-1%	-4%
- O=C(N/N=C/c1c(O)n(-c2ccccc2Cl)c(=O)c2ccccc12)C1COc2ccccc2O1 (stereo unspecified)
    -1.0%	-20%	?	-19%	8%	?	-7%	-12%

Part of the list above, showing only Epigenetic reg, GAA inhib and GAA glycogen.
molecule | Epigenetic reg | GAA inhib | GAA glycogen
Cc1nc(S/C(=C/c2ccc(-c3ccc(C(=O)O)cc3)o2)C(=O)O)n[nH]1 | 1.4% | nt | -1%
O=C(N/N=C/c1c(O)n(-c2ccccc2Cl)c(=O)c2ccccc12)C1COc2ccccc2O1 (stereo unspecified) | -1.0% | -7% | -19%

(further entries)
Values run as follows: Epigenetic reg	NPSR antagonist	Tau fluor counter	GAA glycogen	GLA spleen mod	ALDH1A1 inh	GAA inhib	aGlu spleen mod
- CCOc1c(CNc2nnnn2C)cccc1OC
    0.0%	16%	-1%	-13%	4%	10%	?	5%
- CN1CCC(OC(=O)c2cccc(Br)c2)CC1
    2.7%	-10%[46.1 µM]	-6%	-11%	-1%	4%	6%	-3%
- COC(=O)c1sccc1-c1ccc(C(=O)Nc2ccccc2)o1
    0.0%	?	-30%	-8%	-6%	-9%	-3%	-8%
- Cc1cccc(C)c1NC(=O)COC(=O)c1ccc([N+](=O)[O-])o1
    6.1%	17%	1%	-4%	2%	4%	-7%	-2%
- COc1ccc(S(=O)(=O)NC(C)C)cc1-n1cnnn1
    0.0%&-0.7%	-8%	8%&6%	7%	0%	?	0%	1%
- CCOc1ccc(-c2nnn(CC(=O)Nc3cc(OC)cc(OC)c3)n2)cc1OCC
    -0.6%	-1%[46.1 µM]	-24%	4%	-7%	-1%	-8%	-4%
- Cc1nc2ccc(F)cc2cc1C(=O)NCC1CCCO1 (stereo unspecified)
    -2.2%	7%[46.1 µM]	-11%	-1%	1%	-10%	-2%	5%
- CC1=CC2=NC(=O)CC(C)(C(=O)N(CC(=O)NC(C)(C)C)C3CCCC3)N2C=C1 (stereo unspecified)
    -0.9%	-1%[46.1 µM]	-4%	-9%	12%	?	8%	8%
- Cc1ccc(/C=N/n2c(-c3ccco3)n[nH]c2=S)cc1
    -0.6%	?	-18%	?	4%	nt	nt	1%
- CCC(C)NS(=O)(=O)c1ccc(NC(=O)c2c(-c3ccccc3)noc2C)cc1 (stereo unspecified)
    0.0%	-15%[46.1 µM]	-20%	6%	-2%	42%[activator]	-3%[15.4 µM]	-4%
- Cc1cccc(NC(=O)CSc2nc3[nH]ncc3c(=O)[nH]2)c1
    -3.0%	17%	-4%	12%	-18%	6%	5%	-5%
- COc1ccc(C(=O)NCC(=O)OCc2ccccc2F)cc1
    1.1%	1%	-3%	10%	2%	?	-7%	-5%
- O=C(NCCN1CCOCC1)c1ccncc1
    0.0%	6%[46.1 µM]	-6%	-4%	-4%	11%	1%	-11%
- NC(=O)CC(NC(=O)Cc1ccc(Br)cc1)c1ccc(NC2CCCC2)c([N+](=O)[O-])c1 (stereo unspecified)
    -0.9%	9%	-29%	3%	0%	nt	nt	1%
- Cc1ccc(CCNC(=O)C2CCCN(C(=O)N(C)C)C2)cc1 (stereo unspecified)
    1.4%	-2%[46.1 µM]	-11%	3%	8%	6%	-14%	9%
- Cc1c(Cl)cccc1NC(=S)NCc1cccn1C
    -1.8%	-5%	-2%	-15%	8%	?	-12%	7%
- O=c1c(-c2ccccc2)coc2c(CN3CCOCC3)c(O)ccc12
    1.6%	-8%[46.1 µM]	-6%	6%	-2%	?	-3%	-5%
- O=C(O)CCc1ccc(-c2cccs2)n1CCC(=O)O
    0.0%	-23%[46.1 µM]	-13%	-9%	4%	?	5%	0%
- CC(C(=O)O)n1ncc2ccccc2c1=O (stereo unspecified)
    -0.9%	10%	10%	-6%	8%	nt	nt	3%
- O=C1c2ccccc2-c2cccc(C(=O)N3CCCCC3)c21
    3.3%	-10%	-10%	-7%	?	nt	nt	6%

2 entries from above, in markdown.
| Compound | Epigenetic reg | NPSR antagonist | Tau fluor counter | GAA glycogen | GLA spleen mod | ALDH1A1 inh | GAA inhib | aGlu spleen mod |
| --- | --- | --- | --- | --- | --- | --- | --- | --- |
| Cc1cccc(NC(=O)CSc2nc3[nH]ncc3c(=O)[nH]2)c1 | -3.0% | 17% | -4% | 12% | -18% | 6% | 5% | -5% |
| COc1ccc(C(=O)NCC(=O)OCc2ccccc2F)cc1 | 1.1% | 1% | -3% | 10% | 2% | ? | -7% | -5% |

The list goes on.
Values run as follows: Epigenetic reg	NPSR antagonist	Tau fluor counter	GAA glycogen	GLA spleen mod	ALDH1A1 inh	GAA inhib	aGlu spleen mod
- CCOC(=O)N1CCC(=C(C#N)C(=O)Nc2cc(OC)ccc2OC)CC1
    -1.4%	-7%[46.1 µM]	-9%	5%	2%	?	1%	-3%
- O=c1oc2c(CN3CCCCC3)c(O)ccc2c2c1CCCCC2
    1.1%	2%[46.1 µM]	-5%	-1%	?	?	?	?
- Cc1ccccc1OCCCCCNCCO
    0.0%	-3%[46.1 µM]	-1%	0%	-5%	?	0%	10%
- Cc1cc2nc(SCCOC(=O)Nc3ccccc3)nc(C)c2cc1C
    -2.5%	-13%	-20%	-3%	4%	-2%	?	4%
- O=C(CC1SC(=O)NC1=O)Oc1ccc(/C=N/NC(=O)c2ccccc2O)cc1 (stereo unspecified)
    -2.0%	13%	-13%	-15%	5%	nt	nt	5%
